# Screens from PubChem.
# Vif imaging: inhibitors of HIV Vif; HEK293T cells, Vif self-association by quenched fluorescence, imaging, 24 h; inhibition, % at 7.49 µM; hit rate 0.35% among 340,000; in the data active = inhibition above about 50%, passing the limit was not always enough; also: some results filed as inactive read as strong as hits
# CaV13 ICDI inh: Disruptors of the CACNA1D IQ motif to Ca2+-dependent inactivation inhibitor domain association, primary screening, Förster resonance energy transfer in intact living …; HEK cells, CFP/YFP FRET ICDI-IQ, plate reader, 10 min; percent FRET-ratio fall versus neutral wells; hit rate 0.098% among 340,000; inhibition, % at 12.3 µM;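 active = mean replicate inhibition of at least 30% and at least 1% of replicates passing that level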;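 also: 0% = median of the neutral control wells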
# Peg3 prom inh: Peg3 promoter activity inhibition. hit rate 1.7% among 360,000. HeLa PEG-Prom luciferase reporter, luminescence, overnight. inhibition, % at 20 µM. AID 588405;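 active = inhibition of at least 50% at 20 µM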
# HIF-2a block: HIF-2a inhibition | AID 624352 | hit rate 0.72% among 360,000 | inhibition, % at 18.8 µM | 786-0 RCC cells HIF-2a reporter, luciferase luminescence, overnight;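 active = inhibition of the luminescence signal of 40% or more relative to plate controls, in a single-dose primary screen at 18.75 µM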
# TRPM1 prom inh: reduces MITF-dependent TRPM1 promoter luciferase signal. SK-MEL-5 TRPM1 promoter luciferase, 24 h. inhibition, % at 12.5 µM. hit rate 0.83% among 330,000. AID 488899;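 active = mean inhibition across replicates of 60% or more, whatever share of single replicates reaches that level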; also: values of inactives mirror those of a sister screen read the other way
# NR2E3 ag-1: NR2E3 (human) agonism; AID 2300; Q9Y5X4; inhibition of corepressor binding, % at 4.78 µM; hit rate 0.12% among 320,000; GST-NR2E3/biotin-RetCOR TR-FRET, 1536-well;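 active = percent inhibition above the cutoff of mean plus 3 SD of all tested compounds, set per screening campaign, cut at about 20% in these data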;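 also: 0% = DMSO wells and 100% = biotin wells as full block of FRET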
# Target sequence (Q9Y5X4 whole entry, looked up): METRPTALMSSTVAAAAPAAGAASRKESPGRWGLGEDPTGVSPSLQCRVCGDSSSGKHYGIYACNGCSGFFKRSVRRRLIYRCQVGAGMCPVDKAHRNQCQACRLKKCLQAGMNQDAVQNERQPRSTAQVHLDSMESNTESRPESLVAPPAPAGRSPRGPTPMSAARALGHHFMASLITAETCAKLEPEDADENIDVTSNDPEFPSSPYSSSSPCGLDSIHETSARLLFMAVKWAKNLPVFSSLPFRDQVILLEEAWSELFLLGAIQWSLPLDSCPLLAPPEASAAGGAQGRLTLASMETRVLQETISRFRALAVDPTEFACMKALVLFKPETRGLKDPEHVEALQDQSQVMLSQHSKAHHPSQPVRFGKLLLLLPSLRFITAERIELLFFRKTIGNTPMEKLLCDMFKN
#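 System: GST-NR2E3 and biotin-RetCOR proteins; probe or stimulus: 7 nM biotin-RetCOR; doses: compound at 4.8 µM, single dose; schedule: Compound–protein incubation for 5 h at 4 °C; detection: time-resolved FRET; read-out: percent inhibition; controls: biotin wells as high control, 0.6% DMSO wells as low control; format: 1536-well plates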
# PDI turbidity: blocks human protein disulfide isomerase activity | P07237 | inhibition, % at 10 µM | AID 588391 | hit rate 0.052% among 350,000 | PDI insulin aggregation turbidity, A650, 90 min;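 active = mean inhibition across replicates of 30% or more, whatever share of single replicates reach that level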;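 also: absorbance from insulin aggregation driven by PDI reduction with DTT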
# Target sequence (P07237 whole entry, looked up): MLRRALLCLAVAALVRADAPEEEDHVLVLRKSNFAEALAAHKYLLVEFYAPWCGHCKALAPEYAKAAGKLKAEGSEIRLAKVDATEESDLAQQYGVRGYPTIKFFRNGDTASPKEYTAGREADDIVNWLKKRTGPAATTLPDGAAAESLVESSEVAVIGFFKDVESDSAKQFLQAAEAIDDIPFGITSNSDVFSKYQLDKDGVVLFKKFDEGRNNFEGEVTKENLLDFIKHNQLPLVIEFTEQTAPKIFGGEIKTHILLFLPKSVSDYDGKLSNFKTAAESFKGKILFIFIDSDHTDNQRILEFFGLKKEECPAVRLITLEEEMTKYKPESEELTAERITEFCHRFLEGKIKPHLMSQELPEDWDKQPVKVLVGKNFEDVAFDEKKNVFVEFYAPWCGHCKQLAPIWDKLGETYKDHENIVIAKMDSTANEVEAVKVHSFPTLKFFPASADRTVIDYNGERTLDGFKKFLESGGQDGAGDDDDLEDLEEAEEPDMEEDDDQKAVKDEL
# NR2E3 ag-2: agonists of human NR2E3 nuclear receptor | Q9Y5X4 | CHO-S Gal4-NCOR/VP16-NR2E3 two-hybrid, luciferase | inhibition of corepressor binding, % at 3.98 µM | hit rate 0.35% among 360,000 | AID 602229;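 active = inhibition above the mean of all tested compounds plus 3 SD, cut at about 70% in these data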;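 also: 0% = DMSO with NR2E3 transfected cells and 100% = cells lacking NR2E3 construct; higher means lower luciferase signal from less NR2E3 corepressor binding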
# KKLEB cytotox: counter-screen for CF NF-kB inhibitors: cytotoxicity; KKLEB CF airway cells viability, ATPlite luminescence, overnight; stronger effect = lower value; cells stimulated with P. aeruginosa culture filtrate; activity change (cytotoxicity), % at 5 µM; hit rate 0.36% among 360,000;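 active = corrected activity change at or below -50% at 5 µM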
# Shn3 3UTR inh: reduces Shn3 3'UTR luciferase signal in osteoblasts | Clone20 osteoblast Shn3 3'UTR firefly luciferase, 24 h | inhibition, % at 12.5 µM | hit rate 0.52% among 360,000;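 active = mean inhibition of at least 75% with every replicate also reaching 75%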;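 also: 0% = median of neutral control wells and 100% = pilot-screen positive control compound; some compounds past the cut are filed as inactive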
# CF NFkB block: blocks PAF-induced NF-kB reporter in cystic fibrosis cells. hit rate 0.86% among 360,000. inhibition, % at 5 µM. KKLEB NF-kB-GFP reporter, GFP fluorescence overnight. AID 588850;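 active = at least 50% inhibition at 5 µM, scaled per plate between neutral and stimulator controls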;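 also: PAF is a Pseudomonas aeruginosa culture filtrate used as stimulus; plate controls were PAF-stimulated DMSO wells for no effect and unstimulated DMSO wells for full effect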
# Starred values were filed as active, the others as inactive; / = not tested or not shown.
# The line under a structure holds: Vif imaging | CaV13 ICDI inh | Peg3 prom inh | HIF-2a block | TRPM1 prom inh | NR2E3 ag-1 | PDI turbidity | NR2E3 ag-2 | KKLEB cytotox | Shn3 3UTR inh | CF NFkB block
COC(=O)c1ccccc1S(=O)(=O)N1CCC(C(=O)OC(C)C(=O)N(C)Cc2ccccc2)CC1 (configuration not stated)
    -14 | -4 | 24 | 10 | 3 | / | 11 | 4 | 4 | -5 | 5
O=C(CCC(=O)N(c1ccccc1)C(C(=O)NC1CCCC1)c1ccncc1)Nc1cccnc1 (configuration not stated)
    21 | -4 | 0 | 3 | 3 | -2 | -5 | -13 | 1 | 6 | 1
COc1ccc(-c2nc3c(c(=O)n(C)c(=O)n3C)n2CC2CC(c3ccccc3)=NO2)cc1OC (configuration not stated)
    / | / | 39 | -37 | -1 | 1 | -9 | 15 | -7 | 10 | 46
CC(C)COC(=O)c1ccccc1N1C(=O)C2C3CCC(C3)C2C1=O (configuration not stated)
    1 | -3 | 22 | 2 | 10 | 0 | 0 | 19 | -9 | 6 | 18
Cn1c(=O)c2c(ncn2CC(=O)OCC(=O)Nc2ccc(Cl)cc2)n(C)c1=O
    1 | -6 | 4 | 9 | -2 | -1 | 0 | -8 | 3 | -9 | 21
COc1ccc(NCC(=O)N/N=C/c2cc([N+](=O)[O-])ccc2N2CCCC2)cc1
    0 | -4 | 20 | 12 | 4 | 2 | 15 | -2 | 4 | -15 | 5
Nc1nonc1-n1nnc(C(=O)N/N=C/C2CC=CCC2)c1CSc1ccccc1 (configuration not stated)
    -4 | 2 | 4 | 23 | 5 | 0 | -8 | 0 | -4 | -6 | -13
COc1ccc(NC(=O)c2cc3ccccc3o2)cc1OC
    1 | -1 | -160 | -196 | -32 | -3 | -3 | -38 | -5 | -30 | 6
Clc1ccc(Sc2cnc3ccccc3n2)cc1
    -9 | / | -283 | -198 | -80 | 6 | -1 | -14 | 6 | -40 | -8
CC(Oc1coc(CN2CCN(C(=O)c3ccco3)CC2)cc1=O)c1ccccc1 (configuration not stated)
    -1 | -15 | 25 | 18 | 3 | -1 | 2 | 11 | -15 | 8 | 24

# The line under a structure holds: Vif imaging | CaV13 ICDI inh | Peg3 prom inh | HIF-2a block | TRPM1 prom inh | NR2E3 ag-1 | PDI turbidity | NR2E3 ag-2 | KKLEB cytotox | Shn3 3UTR inh | CF NFkB block
CCOc1cc(/C=C2/SC(=S)NC2=O)ccc1OC(=O)c1ccco1
    -23 | -8 | -39 | -10 | 4 | 10 | -6 | 16 | -30 | -32 | 23
CCCc1ncc(C(O)c2cccc(OC)c2OC)n1C (configuration not stated)
    11 | -5 | 14 | -7 | 4 | 0 | -3 | 7 | -2 | 0 | 10
O=C(NCc1ccco1)C1CCCN(S(=O)(=O)c2ccc(Br)cc2)C1 (configuration not stated)
    2 | -5 | 2 | 17 | 2 | 3 | 2 | -3 | 10 | 3 | 1
CCOC(=O)c1cc2c(=O)c3ccccc3oc2nc1C
    3 | -3 | -241 | -185 | -16 | 1 | -7 | -126 | -3 | -64 | -18
Cc1ccccc1-n1ncc2c1CC(C)(C)CC2NC(=O)CCn1cncn1 (configuration not stated)
    -9 | -5 | -10 | 15 | 0 | / | 3 | -7 | -2 | -30 | -3
CN(Cc1ccccc1)S(=O)(=O)c1ccc(Cl)c(C(=O)NCc2cccnc2)c1
    -7 | -11 | 5 | 13 | 13 | 2 | -6 | -4 | -5 | 2 | -7
CC(=O)NC(Cc1ccccc1)C(=O)OCC(=O)c1ccc(Br)cc1 (configuration not stated)
    7 | -17 | 10 | 16 | 8 | -4 | -7 | 1 | 7 | 26 | 4
CCOC(CNC(=O)c1cccn2c(=O)c3c(C)c(C)sc3nc12)OCC
    -1 | -3 | -25 | -33 | 9 | 1 | -1 | 8 | 2 | 29 | 9
O=C(NNC(=O)c1c(O)c2ccccc2[nH]c1=O)c1ccccc1Br
    20 | -3 | 32 | -3 | 0 | 4 | -12 | -27 | 0 | 9 | 2
CCCNC(=O)C1(C)CCCN(C(=O)COc2ccc(C(C)(C)C)cc2)C1 (configuration not stated)
    0 | -5 | -6 | -8 | / | / | 2 | -18 | -16 | 13 | 12

# As entered above.
# `CCOC(=O)c1cc2c(=O)c3ccccc3oc2nc1C` | NR2E3 ag-2 = -126
# `CC(=O)NC(Cc1ccccc1)C(=O)OCC(=O)c1ccc(Br)cc1` (configuration not stated) | NR2E3 ag-2 = 1

# Fetched by structure from above:
# The line under a structure holds: Vif imaging | CaV13 ICDI inh | Peg3 prom inh | HIF-2a block | TRPM1 prom inh | NR2E3 ag-1 | PDI turbidity | NR2E3 ag-2 | KKLEB cytotox | Shn3 3UTR inh | CF NFkB block
Cc1ccccc1-n1ncc2c1CC(C)(C)CC2NC(=O)CCn1cncn1 (configuration not stated)
    -9 | -5 | -10 | 15 | 0 | / | 3 | -7 | -2 | -30 | -3
CCOC(=O)c1cc2c(=O)c3ccccc3oc2nc1C
    3 | -3 | -241 | -185 | -16 | 1 | -7 | -126 | -3 | -64 | -18
O=C(NCc1ccco1)C1CCCN(S(=O)(=O)c2ccc(Br)cc2)C1 (configuration not stated)
    2 | -5 | 2 | 17 | 2 | 3 | 2 | -3 | 10 | 3 | 1
CCCc1ncc(C(O)c2cccc(OC)c2OC)n1C (configuration not stated)
    11 | -5 | 14 | -7 | 4 | 0 | -3 | 7 | -2 | 0 | 10
CCCNC(=O)C1(C)CCCN(C(=O)COc2ccc(C(C)(C)C)cc2)C1 (configuration not stated)
    0 | -5 | -6 | -8 | / | / | 2 | -18 | -16 | 13 | 12

# New compounds follow.
smiles,Vif imaging,CaV13 ICDI inh,Peg3 prom inh,HIF-2a block,TRPM1 prom inh,NR2E3 ag-1,PDI turbidity,NR2E3 ag-2,KKLEB cytotox,Shn3 3UTR inh,CF NFkB block
CCc1ccccc1S(=O)(=O)Cc1ccc(C(=O)NC2CCCC2)o1,-6,-7,0,2,1,-5,-4,22,14,8,2
CCOC(=O)N/N=C\c1ccc([N+](=O)[O-])o1,-11,-2,3,7,20,4,4,-14,-4,-7,11
CC(c1ccccc1)n1c(SCC(=O)N2CC(=O)Nc3ccccc32)nc2ccccc2c1=O (configuration not stated),-9,-19,23,29,-4,-5,0,13,0,25,13
COc1ccc(C(=O)N2CCN(Cc3ccccc3C)CC2)cc1OC,-4,-5,-2,14,-4,1,-1,-8,1,-3,12
COc1ccccc1Cc1c(-c2ccc(OC)c(OC)c2)nc2c3ccccc3ccn12,/,-7,26,-21,/,/,/,-18,-15,29,-5
c1ccc(OCCOc2ccccc2-c2nnco2)cc1,/,-3,-47,-83,-11,0,5,-26,2,10,1
O=C(OCc1ccc(Br)cc1)c1ccncc1,-4,3,-14,-3,15,3,2,28,-12,10,1
CC(C)Sc1nc(C(F)(F)F)cc(=O)n1-c1ccccc1,-3,-5,5,11,0,-1,-8,-19,-14,-13,-2
CCCn1ncc(CN2CCC(C(=O)Nc3cccc(-c4cccc(F)c4)c3)CC2)c1C,8,-5,60*,23,-10,1,-5,22,-8,33,-8
CCCNC1=C(N(C(C)=O)c2cccc(F)c2)C(=O)c2ccccc2C1=O,5,-4,85*,73*,98*,2,-7,-25,-56*,-38,81*
Cc1cccc(OCC(=O)NCCCNC(=O)c2ccco2)c1,-5,-3,-3,10,/,7,18,13,-6,2,-6
COn1c(SC(C)C)nc2ccccc2c1=O,17,-5,-15,-8,1,-2,15,-2,-20,-4,17
CCOc1cc(C2c3c(-c4ccccc4)n[nH]c3C(=O)N2c2ccc(C(=O)O)cc2)ccc1O (configuration not stated),-1,-5,18,12,-2,0,3,8,13,-9,-8
Cc1c(NS(=O)(=O)c2cccc(C(=O)NC(C)c3ccccc3)c2)c(=O)n(-c2ccccc2)n1C (configuration not stated),4,-2,17,18,3,/,-13,-17,5,-5,-3
O=C(O)CN(Cc1ccco1)S(=O)(=O)c1ccc(F)cc1,-2,-6,-7,18,15,1,9,-13,13,0,-4

smiles,Vif imaging,CaV13 ICDI inh,Peg3 prom inh,HIF-2a block,TRPM1 prom inh,NR2E3 ag-1,PDI turbidity,NR2E3 ag-2,KKLEB cytotox,Shn3 3UTR inh,CF NFkB block
CC(=O)Nc1cccc(NC(=O)c2cc([N+](=O)[O-])ccc2N2CCCCC2)c1,-3,-6,13,17,/,5,-2,-18,-7,-2,6
Cn1nnc2cc(C(=O)N3CCSCC3)ccc21,2,-5,3,7,0,-4,4,-22,0,5,4
O=C(Cc1ccccc1)Nc1ccnn1C1CCN(Cc2ccc(CO)o2)CC1,-7,-6,3,16,5,1,5,-17,-3,-1,-9
Cc1ccnc(NCc2cc(Cl)cc(Cl)c2O)c1,/,-7,10,-5,/,/,-3,-2,5,7,-3
Cc1coc2cc3oc(=O)c(CCC(=O)N4C[C@H]5C[C@@H](C4)c4cccc(=O)n4C5)c(C)c3cc12,-8,/,9,11,-1,-2,/,21,1,5,-11
COc1ccc(OC)c(C=NNC(=O)c2ccc(NS(=O)(=O)c3cccs3)cc2)c1,-4,-5,-26,-5,/,/,3,-10,-2,1,-9
CC(NC(=O)c1cccc(S(=O)(=O)N2CCCCCC2)c1)c1ccccc1 (configuration not stated),-5,-6,0,2,9,2,-15,-14,-6,-4,26
Nc1nc(SCc2ccc(Cl)cc2Cl)c2ncn(C3OC(CO)C(O)C3O)c2n1 (configuration not stated),0,-10,14,-15,4,/,7,-16,0,-20,15
Cc1nc2sc(C(c3ccc(Cl)cc3)N3CCN(C(=O)c4ccco4)CC3)c(O)n2n1 (configuration not stated),24,-4,8,16,-3,2,5,12,2,7,-3
CC(C)(C)c1ccc(C(=O)OC/C(O)=C(\C#N)c2nc3ccccc3s2)cc1,5,-3,6,-7,4,-3,-2,-6,-15,5,9
COc1ccc(S(=O)(=O)Nc2cccc3c2O[C@H](CN(C)C(=O)Nc2ccccc2)[C@@H](C)CN([C@H](C)CO)C3=O)cc1,17,-4,0,-5,-5,/,-9,-24,-3,-7,-17
Cc1cc(C)cc(NC(=S)NCc2ccc(S(N)(=O)=O)cc2)c1,17,18,14,5,1,1,6,-9,15,-10,17
C=CCNC(=O)c1ccc(-c2nc(-c3ccccc3)cs2)cc1,-5,-3,-215,-249,-52,3,-1,-151,-2,-40,-36
Cn1c(=O)c2c(nc(SCCN3CCCCC3)n2Cc2ccc(Cl)cc2)n(C)c1=O,/,-4,25,24,-6,5,-6,-42,0,3,15
COc1ccc(-c2cc(C(=O)N/N=C(\C)c3cccnc3)c3ccccc3n2)cc1,1,/,-179,-151,-58,/,-1,-13,-3,-49,-15
CCC(C)c1ccc(OCc2ccc(C(=O)O)o2)cc1 (configuration not stated),-13,-9,41,55*,5,0,-3,-224,-2,-22,-6
CCOC(=O)C1(C)CCCCN1C(=O)c1cccc(Cl)c1 (configuration not stated),7,-12,-1,8,/,/,19,-19,-6,-16,-16
